High-throughput results from PubChem.
ER stress death = ER stress cell death inhibition. AID 1010. relative survival (cellular ATP), % at 15 µg/mL (by protocol). 48,000 compounds, 0.33% hits. CSM14.1 thapsigargin ER stress survival, ATP luminescence;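 active means survival measured by cellular ATP above 50% at 15 µg/ml in the first screen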;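 further: cell death triggered by about 15 µM thapsigargin; ATP read 24 h after thapsigargin was added; plate controls were thapsigargin with DMSO for no effect and DMSO without thapsigargin for full effect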
Numbers without * were called inactive.

SMILES	ER stress death
NC(=O)C1CCN(C(=O)COc2ccc(Br)cc2)CC1	9.1
CC(C)C1=NN2C(=N)/C(=C/c3ccc(Sc4ccc(Cl)cc4)o3)C(=O)N=C2S1	5.2
O=C(Cc1ccccc1)NC(NC(=O)Cc1ccccc1)c1ccc(Br)cc1	2.7
O=C(/C=C/c1cccs1)NCc1ccc2c(c1)OCO2	9.7
Cc1cccnc1N(C(=O)c1ccccc1F)C(=O)c1ccccc1F	-3.3
Nc1c(C(=O)c2ccc(Cl)cc2)sc2nc(-c3ccccc3)ccc12	-1.6
O=C(c1ccc(-c2ccccc2)cc1)N1N=C(c2ccccc2)CC1(O)C(F)(F)F (configuration not stated)	9.1
Cc1ccc(NC(=O)c2ccccc2Br)cc1	8.5
COc1ccc(C)cc1NC(=O)COc1ccc(C)cc1Br	16.0
CCOc1ccc(Nc2ncnc3c2cnn3-c2ccccc2)cc1	6.4
O=C(Nc1ccc(F)c(F)c1)c1cnccn1	5.4
O=C1/C(=C\c2cc3c(cc2[N+](=O)[O-])OCO3)SC(=S)N1c1ccccc1	14.3
O=C(O)CCCCCN1C(=O)C(O)=C(C(=O)/C=C/c2ccccc2)C1c1cccc([N+](=O)[O-])c1 (configuration not stated)	-0.1
CC(C)c1ccc(C=Nc2ccc3[nH]c(=O)[nH]c3c2)cc1	5.3
COc1ccc(C(=O)Cn2cnc3c(C#N)c4n(c3c2=O)CCCCC4)cc1	0.3
N#Cc1c(-c2cc(Br)cs2)c2c(=O)[nH]c(=O)[nH]c2[nH]c1=O	3.0
Cn1c(SCC(=O)NCc2ccco2)nc2ccccc21	18.3
COc1ccc(N(CC(=O)Nc2c(C)n(C)n(-c3ccccc3)c2=O)S(=O)(=O)c2ccccc2)c(OC)c1	8.3
COc1cccc(C2/C(=C(\O)c3ccc(C)cc3)C(=O)C(=O)N2CCCC(=O)O)c1 (configuration not stated)	3.6
O=C(N/N=C/c1ccc[nH]1)c1cccc(Cl)c1	9.8
CC(=O)O/N=C(/c1ccc([N+](=O)[O-])cc1)N1CCOCC1	2.6
COc1cccc(-n2sc3c(c2=S)-c2ccccc2NC3(C)C)c1	4.0
CCCC(=O)n1nc(C)c2c1CC(C)(C)CC2=O	4.9
O=C(Nc1ccccc1)Nc1nnc(COc2ccc(Cl)cc2)s1	-2.7
NC1=NC(=O)/C(=C\c2ccc(-c3ccccc3Cl)o2)S1	5.5
O=C(Oc1ccc(Oc2ccccc2)cc1)c1ccc(Br)o1	2.8
COc1cccc(N(CC(=O)N2CCCC2)S(=O)(=O)c2ccccc2)c1	6.3
COc1ccc(OC)c(/C=N/NC(=O)C(=O)N2CCCCCC2)c1	0.5
Cc1ccc(OCCNc2cc(N3CCCC3)ccc2[N+](=O)[O-])cc1C	3.1
Cc1ccc(/C=C/C(=O)Nc2cccc(Br)c2)o1	-0.1
O=C(c1cccs1)N1CCN(S(=O)(=O)c2ccc(Cl)cc2)CC1	2.1
CCOC(=O)C1=C(C)N=c2s/c(=C\c3cccnc3)c(=O)n2C1c1ccc(OC)cc1 (configuration not stated)	1.9
Cc1cc(=O)oc2cc(OC(=O)CCCOc3ccc(Cl)cc3Cl)ccc12	9.8
O=C(NCCO)c1ccc2nc3c4ccccc4c4ccccc4c3nc2c1	-0.1
COc1ccc(Br)cc1C(=O)Nc1cccc(NC(=O)c2ccccc2C)c1	-0.6
O=C(Oc1ccc2c(c1)oc(=O)c1ccccc12)c1ccccc1Cl	-6.0
CCC(=O)N/C(N)=N/c1nc2ccccc2s1	2.5
Cc1c(Cc2ccccc2)c(NCCN(C)C)n2c(nc3ccccc32)c1C#N	0.8
CC(C)OCC(O)Cn1c2ccccc2c2ccccc21 (configuration not stated)	-3.8
COc1ccc(/C=C2\SC(N3CCC(C)CC3)=NC2=O)cc1	-5.8
Cn1cccc1CN1CCN(C2CCCCC2)CC1	-7.3
COc1ccc(NC(=O)c2cc3n(n2)C(C(F)(F)F)CC(c2ccc(Cl)c(Cl)c2)N3)c(OC)c1 (configuration not stated)	7.0
COc1cc(OC)cc(C(=O)Nc2c[nH]c(=O)[nH]c2=O)c1	3.5
COc1ccc(N2C(=O)CSC2c2ccc(C)cc2)cc1 (configuration not stated)	6.2
CC(=O)Nc1nc(-c2ccccc2)nc(C)c1C(C)=O	-4.7
Cc1ccc(-c2noc(-c3ccc([N+](=O)[O-])cc3)n2)cc1	0.2
O=C(O/N=C(/c1ccncc1)c1ccc([N+](=O)[O-])cc1)c1ccc(Cl)cc1Cl	15.3
Cc1cc(OCC(=O)Nc2ccc(Nc3ccccc3)cc2)ccc1Br	0.8
CCCCc1nnc(NC(=O)Cc2ccccc2)s1	11.5
CCOc1ccc2nc(SCc3ccc(OC)cc3)sc2c1	-2.4
CCOC(=O)C(CC)Sc1n[nH]c(=O)[nH]c1=O (configuration not stated)	7.5
Cn1nnnc1SCCNS(=O)(=O)c1ccccc1	4.2
CC(C)(C)c1ccc(CSc2nc3ccccc3c(=O)[nH]2)cc1	9.9
CCOC(=O)c1ccc(N=Cc2nc(-c3ccccc3)oc2O)cc1	3.6
CCCS(=O)(=O)C(=C(Nc1ccc(CC)cc1)Nc1ccc(CC)cc1)S(=O)(=O)CCC	-3.6
O=C(c1cc(Cl)ccc1Cl)n1nnc2ccccc21	10.1
Cc1c(OCc2ccc(Cl)cc2)ccc2c3c(c(=O)oc12)CCC3	-3.0
CCOc1ccc(N2C(=O)/C(=C/c3ccc(-c4ccc([N+](=O)[O-])cc4OC)o3)C(=O)NC2=S)cc1	7.8
COc1ccc(OCCCCOc2ccc(Cl)c(C)c2)cc1	3.8
O=C1/C(=C/c2ccc(-c3ccccc3[N+](=O)[O-])o2)SC(=Nc2ccccc2)N1c1ccccc1	14.0
Following part:
SMILES	ER stress death
O=C1/C(=C\c2ccccc2OS(=O)(=O)c2ccccc2[N+](=O)[O-])SC(=S)N1c1ccccc1	10.5
Cc1cccc(N2CCN(C(=O)C3C4CCC(O4)C3C(=O)O)CC2)c1C (configuration not stated)	-2.5
CC(=O)c1ccc(NCCC(=O)c2ccccc2)cc1	-0.1
CCn1c2ccccc2c2nnc(SCC(N)=O)nc21	3.9
Oc1c(N=Nc2cccc(Br)c2)sc2ccccc12	-1.2
COc1ccc(C(=O)c2c(C)oc3c2cc(OC)c2ccccc23)cc1	-2.9
c1ccc(Nc2ccc3nc4ccccc4nc3c2)cc1	-9.0
Cc1oc(-c2ccccc2)cc1C(=O)Nc1ccc(CC(=O)O)cc1	2.1
COC(=O)c1cccc(N2C(=O)c3cccc([N+](=O)[O-])c3C2=O)c1	9.6
CCCC(=O)Nc1ccc(NC(=O)c2ccco2)cc1	-5.3
Cc1ccc2nsnc2c1NC(=O)c1ccc(Br)o1	-0.6
O=C(Nc1ccc(Cc2ccncc2)cc1)c1ccc(-c2cccc([N+](=O)[O-])c2)o1	10.0
CCOc1ccccc1C(=O)Nc1cc(C)ccn1	5.0
O=C(CSc1nc2sc3c(c2c(=O)[nH]1)CCCC3)NCCO	9.1
Cc1cc(=O)oc2cc(OC(=O)C(c3ccccc3)c3ccccc3)ccc12	9.9
COc1ccc(NC(=O)Nc2ccc(Cc3ccncc3)cc2)cc1	8.5
O=C(Nc1ccc(Cl)cn1)c1cc(Br)ccc1Cl	6.5
O=C(Cc1ccccc1)NCC1COc2ccccc2O1 (configuration not stated)	2.3
Cc1ccc(/C(N)=N/OC(=O)COc2ccc(Br)cc2)cc1	5.6
COc1ccc(CNCc2cc(OC)c(O)c(OC)c2)cc1	-8.9
CCOc1ccc(N2C(=O)NC(=O)/C(=C\c3ccc(I)o3)C2=O)cc1	4.4
O=C(NC(=S)Nc1cccc(NC(=O)c2ccco2)c1)c1ccco1	4.2
COc1ccc(O)c(/C=N/NC(=O)c2cccc(N3CCCC3=O)c2)c1	1.8
COC(=O)c1ccc(Oc2nc(NC(C)C)nc(NC(C)C)n2)cc1	5.6
CC1=C(C(=O)Nc2ccc(C)cc2)C(c2ccc(F)cc2)NC(=S)N1 (configuration not stated)	11.2
O=C1Nc2ccccc2C12NN=C(c1ccccc1O)S2 (configuration not stated)	0.4
COC(OC)C12c3ccccc3C(c3ccccc31)C1C(=O)N(Cc3ccco3)C(=O)C12 (configuration not stated)	11.8
O=C(/C=C\Nc1ccccn1)c1ccc2c(c1)OCO2	-10.6
COc1ccc(C)cc1NC(=O)c1ccccc1I	12.5
CCc1ccccc1NC(=O)c1cc(Cl)ccc1OC	1.5
Cc1cc(C)c2nc3s/c(=C/c4ccc(-c5cccc(Cl)c5)o4)c(=O)n3c2c1	7.6
O=C(Cc1ccccc1)N1CCN(S(=O)(=O)c2ccc(Cl)cc2)CC1	-1.2
Cc1cc(C)nc(/N=C(/N)Nc2ccc(OCCc3ccccc3)cc2)n1	1.4
O=C1c2ccccc2C(=O)N1CCc1nc2ccccc2c(=O)n1Cc1ccco1	-4.9
CCCC1=NN(C(=O)c2ccccc2Cl)C(O)(C(F)(F)F)C1 (configuration not stated)	1.3
CCCCCOC(=O)COc1ccc(S(=O)(=O)c2ccc(OCC(=O)OCCCCC)cc2)cc1	8.8
CCOC(=O)CCc1c(C)nc2cc(-c3ccc(C)cc3)[nH]n2c1=O	-3.1
Cc1ccc(N(CC(=O)Nc2ccccc2C)S(=O)(=O)c2ccccc2)cc1	-1.3
CCOP(=O)(CC(=O)O)c1ccccc1 (configuration not stated)	7.0
Cn1c(=O)c(C2=NS(=O)(=O)c3ccccc3N2)c(O)c2ccccc21	2.2
O=C(NCCN1CCN(Cc2ccccc2Cl)CC1)C(=O)Nc1ccc(F)cc1	-0.8
COc1cccc(C(=O)Nc2nnc(COc3ccccc3F)s2)c1	-6.2
O=C1c2ccc(-c3nc4ccccc4c(=O)o3)cc2C(=O)N1c1ccc([N+](=O)[O-])cc1	0.4
COc1cccc(C2Nc3ccc4ccccc4c3C3=C2C(=O)CC(C)(C)C3)c1OCC(=O)O (configuration not stated)	10.3
COc1cc(/C=N\N2CCN(c3ccccc3OC)CC2)ccc1OCc1ccccc1	6.7

Ordered by number of heavy atoms (highest first): part of the list above
SMILES	ER stress death
COc1cccc(C2Nc3ccc4ccccc4c3C3=C2C(=O)CC(C)(C)C3)c1OCC(=O)O (configuration not stated)	10.3
O=C1c2ccccc2C(=O)N1CCc1nc2ccccc2c(=O)n1Cc1ccco1	-4.9
Cc1cc(C)nc(/N=C(/N)Nc2ccc(OCCc3ccccc3)cc2)n1	1.4
COc1cccc(C(=O)Nc2nnc(COc3ccccc3F)s2)c1	-6.2

Next compounds follow:
SMILES	ER stress death
Cc1sc(NC(=O)CCC2CCCCC2)nc1-c1ccccc1	0.1
C=CCN1C(=O)/C(=C/c2ccc(O)c(OC)c2)S/C1=N\c1nnc(CC)s1	-0.6
C#CCOc1c(Cl)cc(/C=C2\C(=O)NC(=O)N(c3ccc(C)cc3)C2=O)cc1OCC	-4.4
CC(=O)Oc1ccc(/C=c2/sc3nc(-c4ccc(C(C)(C)C)cc4)nn3c2=O)cc1	0.5
COc1ccc(S(=O)(=O)N2CCN(Cc3cccc(C)c3)CC2)cc1	-2.7
COc1ccc(NC(=O)C(NC(=O)c2ccccc2)C23CC4CC(CC(C4)C2)C3)cc1 (configuration not stated)	1.0
O=C(c1ccccc1F)N1CCN(c2ccc(C(F)(F)F)cc2[N+](=O)[O-])CC1	-1.9
COc1ccc(C(=O)Oc2ccc([N+](=O)[O-])cc2)cc1S(=O)(=O)N1CCOCC1	18.3
COC(=O)c1c(C)oc2ccc(OC(=O)c3ccccc3)cc12	0.8
O=C(NC(C(=O)c1ccccc1)N1CCOCC1)c1ccco1 (configuration not stated)	-2.0
O=C(CCC(=O)N1CCN(Cc2ccccc2)CC1)N1CCOCC1	4.1
CC12C(=O)C(C)(C(c3ccccc3)=C1c1ccccc1)C1C(=O)N(c3ccc(Cl)cc3)C(=O)C12 (configuration not stated)	-0.1
Cc1cc(I)ccc1NC(=O)COc1cccc(C)c1C	12.8
O=C(Cc1ccc([N+](=O)[O-])cc1)N/N=C/c1ccccn1	8.9
COc1ccccc1N(CC(=O)NCc1ccncc1)S(=O)(=O)c1ccccc1	5.9
COc1ccc(N=Cc2ccc([N+](=O)[O-])s2)c([N+](=O)[O-])c1	-1.6
O=C(c1cc2n(n1)C(C(F)(F)F)CC(c1cccs1)N2)N1CCCC1 (configuration not stated)	8.9
Cc1cc(O)cc2c(=O)c3ccccc3sc12	-5.3
Cc1n[nH]c(C)c1Sc1ccccc1N=Cc1ccc(C(C)C)cc1	6.3
O=C(NNC(=O)c1ccco1)c1ccco1	7.6
CC(NC(=O)C(=O)Nc1cccc(C(F)(F)F)c1)c1ccccc1 (configuration not stated)	3.9
O=C(Nc1ccc(O)c(-c2nc3ccccc3o2)c1)c1cc2ccccc2oc1=O	-0.5
Cc1ccc(NC2=NC3(CCCCC3)N=C(N)N2)cc1	-2.2
CC(/C=C/c1ccco1)=N\NC(=O)c1cccc(F)c1	16.2
N#C/C(=C\c1cccs1)c1nc2ccccc2s1	-0.4
COc1ccc(C2CC(C(F)(F)F)n3nc(C(=O)N4CCN(Cc5ccccc5)CC4)cc3N2)cc1 (configuration not stated)	18.0
Cc1ccc(N(CC(=O)N2CCCC2)S(=O)(=O)c2ccc(F)cc2)cc1	9.3
CCOC(=O)c1c(NC(=O)C2CC2c2ccccc2)sc2c1CCC2 (configuration not stated)	1.2
C=CCNC(=S)Nc1c(C)n(C)n(-c2ccccc2)c1=O	6.6
O=C1/C(=C/c2cc3c(cc2[N+](=O)[O-])OCO3)Sc2ccccc21	3.1

In a second layout: entries from further up.
> O=C(CSc1nc2sc3c(c2c(=O)[nH]1)CCCC3)NCCO
  ER stress death = 9.1

> O=C(c1ccccc1F)N1CCN(c2ccc(C(F)(F)F)cc2[N+](=O)[O-])CC1
  ER stress death = -1.9

Later entries
SMILES	ER stress death
O=c1[nH]c(/C=C/c2ccco2)nc2ccccc12	-4.8
O=C(O)c1cccc(NC(=O)c2cccc(Br)c2)c1	-3.6
O=C(/C=C\c1ccco1)Oc1ccc(/C=N\NC(=O)c2cncc(Br)c2)cc1	-3.9
Cc1cc([N+](=O)[O-])ccc1NCc1ccco1	-4.0

Not all compounds are listed; rates above refer to the full screens.
